Screens (PubChem)
S1P4 agonist = S1P4 receptor agonists, primary screen, cell-based | Sphingosine 1-phosphate receptor 4 (Homo sapiens), O95977 | S1P4-expressing cell line, agonist reporter assay | activation, % at 4.98 µM | 0.35% of 220,000 active | AID 1509, 2009; in the data active means activation above about 11%;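 further: 0% = DMSO vehicle and 100% = reference agonist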
NPY Y1 blocker = NPY-Y1 receptor antagonists, primary screen, cell-based | HEK293-CNG Y1 cells, membrane potential fluorescence; NPY at EC95, then isoproterenol | inhibition, % at 3.6 µM | 1% of 200,000 active;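 active means inhibition above the campaign mean inhibition of all tested compounds plus 3 SD, cut at about 20% in these data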;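 further: 0% = DMSO wells given NPY plus isoproterenol and 100% = isoproterenol alone without NPY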
Target sequence (P25929 whole entry, looked up): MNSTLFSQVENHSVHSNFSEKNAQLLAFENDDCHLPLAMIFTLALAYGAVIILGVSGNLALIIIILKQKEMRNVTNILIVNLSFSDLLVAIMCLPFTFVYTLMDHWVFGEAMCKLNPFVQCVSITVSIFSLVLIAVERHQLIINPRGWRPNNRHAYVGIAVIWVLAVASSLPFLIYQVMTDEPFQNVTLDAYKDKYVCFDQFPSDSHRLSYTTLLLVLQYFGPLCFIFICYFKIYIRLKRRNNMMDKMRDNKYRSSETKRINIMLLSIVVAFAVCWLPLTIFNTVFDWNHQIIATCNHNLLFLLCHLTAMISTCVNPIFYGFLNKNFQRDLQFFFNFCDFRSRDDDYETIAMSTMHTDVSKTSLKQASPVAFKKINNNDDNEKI
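material = HEK293 cells with Y1 receptor plus CNG channel | also added = NPY 25 nM then isoproterenol 1 µM plus Ro 20-1724 25 µM | schedule = dye 3 h, compound 60 min room temperature, stimulation 45 min | measured by = membrane potential fluorescence | benchmarks = high control isoproterenol alone, low control NPY with isoproterenol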
NPY1 pot ag = NPY-Y1 receptor potentiators or agonists, primary screen, cell-based. NPY-Y1 expressing cells, potentiator/agonist activation. activation, % at 3.6 µM. 0.37% of 220,000 active. AID 1304, 2008; in the data active means activation above about 33%, passing the limit was not always enough;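 further: cells stimulated with NPY at EC10 then isoproterenol at EC100; 0% = low agonist plus stimulus and 100% = saturating agonist plus stimulus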
EP2 modulator = EP2 receptor modulators, cAMP readout, primary screen, cell-based, HTRF cAMP, PGE2 stimulation; AID 940, 2007; Prostaglandin E2 receptor EP2 subtype (Homo sapiens), P43116; EP2-expressing cells, cAMP HTRF FRET, PGE2 co-stimulation; 0.83% of 260,000 active; induction, % at 25 µM;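 active means compounds whose cAMP rise, as percent of the full-agonist control response, exceeds 60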;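 further: rat C6 glioma line stably carrying human EP2 under a CMV promoter; the protocol text gives 20 µM as final concentration; 100% = response of wells given 1 µM PGE2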
NPY2 pot ag = NPY-Y2 potentiators or agonists, primary screen, cell-based; 0.45% of 220,000 active; activation, % at 3.6 µM; cells expressing NPY-Y2, potentiator/agonist read-out; Neuropeptide Y receptor type 2 (Homo sapiens), P49146; AID 1359, 2008; in the data active means activation above about 27%;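 further: cells stimulated with NPY near EC25 plus isoproterenol at EC100; 0% = vehicle plus submaximal agonist and 100% = vehicle plus saturating agonist; some results beyond the cut were filed as inactive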
Target sequence (P49146 whole entry, looked up): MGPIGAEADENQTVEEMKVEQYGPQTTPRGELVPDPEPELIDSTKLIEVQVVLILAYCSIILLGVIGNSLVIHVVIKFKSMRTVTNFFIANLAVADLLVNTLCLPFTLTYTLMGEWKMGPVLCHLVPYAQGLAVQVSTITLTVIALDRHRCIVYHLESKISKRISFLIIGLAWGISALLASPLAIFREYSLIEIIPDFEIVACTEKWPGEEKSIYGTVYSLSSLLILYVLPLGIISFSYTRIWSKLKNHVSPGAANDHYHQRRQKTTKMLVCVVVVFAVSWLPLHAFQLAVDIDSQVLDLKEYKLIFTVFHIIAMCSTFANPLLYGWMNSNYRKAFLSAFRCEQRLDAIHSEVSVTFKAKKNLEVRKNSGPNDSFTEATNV
TRPML3 ag = human TRPML3 channel agonists, primary screen, cell-based, HEK293 TRPML3-YFP, Fluo-8 calcium fluorescence, 3 µM; Mucolipin-3 (Homo sapiens), Q8TDD5; 100% = the carbachol control signal; activation, % at 3 µM; 0.29% of 220,000 active; AID 1448, 2008;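 active means activation above its plate's cutoff, the mean activation of the plate's test wells plus 3 SD, cut at about 12% in these data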;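 further: 0% = DMSO only wells and 100% = carbachol wells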
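Test system: HEK293 cells stably carrying human TRPML3-YFP; Doses: single dose, 3 µM final nominal compound, 0.3% DMSO final; Schedule: dye loading 1 h 37 °C then 30 min ambient, 125 s read; Technique: Fluo-8 calcium fluorescence; Benchmarks: high control carbachol 87 µM, low control DMSO.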
CHOP inh = inhibitors of CHOP promoter induction, primary screen, cell-based, unfolded protein response, luciferase reporter. CHO-K1 CHOP-promoter luciferase, tunicamycin-induced, 15-18 h. inhibition, % at 10 µM. 3.8% of 220,000 active;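 active means compounds that reduced the stress-induced luciferase reporter signal by more than about 70% of percent inhibition, limit read from the data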;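 further: 0% = tunicamycin plus vehicle and 100% = wells without tunicamycin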
TRPN1 ag = zebrafish TRPN1 channel agonists, primary screen, cell-based, HEK293, calcium fluorescence | transient receptor potential cation channel N1 (TRPN1/NompC), Danio rerio | HEK293 zebrafish TRPN1-YFP, Fluo-8 calcium fluorescence; 100% = response to 87 µM carbachol | activation, % at 3 µM | 0.18% of 220,000 active;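 active means activation above its plate's cutoff, the mean activation of test wells on that plate plus 3 SD, cut at about 19% in these data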;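 further: 0% = DMSO alone and 100% = 87 µM carbachol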
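Assay system: Zebrafish TRPN1-YFP in HEK293 cells | Incubation: Dye loading 1 h at 37 °C, then 30 min room temperature | Measured by: Kinetic Fluo-8 fluorescence, ex 470-495, em 515-575 nm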
S1P4 antagonist = S1P4 receptor antagonists, primary screen, cell-based | 0.26% of 220,000 active | AID 1510, 2009 | Sphingosine 1-phosphate receptor 4 (Homo sapiens), O95977 | S1P4-expressing cells, antagonist mode, reporter read-out | inhibition, % at 4.98 µM; in the data active means inhibition above about 29%;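 further: 0% = wells stimulated with agonist and 100% = vehicle wells without agonist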
Starred values were filed as active, the others as inactive; . = not tested or not shown; & = joins results of further samples.

SMILES | S1P4 agonist | NPY Y1 blocker | NPY1 pot ag | EP2 modulator | NPY2 pot ag | TRPML3 ag | CHOP inh | TRPN1 ag | S1P4 antagonist
CCOC(=O)Cc1csc(N/C(=N/S(=O)(=O)c2ccc(F)cc2F)c2ccccc2)n1 | -1.5 | 3 | 5 | 32 | -5 | 0.3 | -2 | 0.6 | -5
CCOc1ccccc1-n1nnnc1SC(C)C(=O)OC (stereo not drawn) | 1.4 | 2 | 0 | 23 | 14 | 0.6 | -5 | -1.4 | -5
Cc1ccccc1Oc1ccccc1N | 1.1 | -5 | 13 | 47 | 0 | -0.5 | 8 | -1.8 | 8
Nc1nc(NCc2cccs2)nn1-c1ccccc1 | -3.0 | -2 | 1 | -5 | 5 | 0.6 | . | 2.0 | -10
Cc1ccc(CSCCNC(=O)CN2C(=O)c3ccccc3S2(=O)=O)cc1 | -0.6 | 2 | -3 | -6&7 | -22 | 0.0 | 36 | -0.7 | -18
C[C@@H](C(=O)N[C@@H](Cc1c[nH]c2ccccc12)C(=O)O)n1nnc2ccccc2c1=O | -0.5 | . | 15 | 30 | -4 | 1.0 | -6 | 2.0 | -29
CCN(CC)CC(=O)Nc1ccccc1SCC(=O)Nc1ccsc1C(=O)OC | 0.2 | -2 | -13 | 52 | -12 | -0.1 | 3 | -2.4 | -15
Cc1cccc(NC(=O)c2ccc(COc3ccc4ccccc4c3)o2)n1 | -0.4 | 16 | -11 | -38 | -28 | 0.2 | -11 | 1.1 | -11
CC(CN1CCOCC1)c1ccccc1 (stereo not drawn) | 0.1 | 1 | 7 | 15 | 0 | 0.6 | -3 | -0.8 | -10
O=C(CCc1ccccc1)Nc1nnc(-c2ccc3c(c2)CCCC3)o1 | -1.7 | 11 | 14 | 17 | -3 | -0.2 | 94* | -0.2 | -7
CCN(CC)C(=O)c1cc2cc(Br)ccc2oc1=O | -1.3 | 2 | -23 | 2 | 3 | 0.3 | 9 | 0.8 | -15
COC(=O)c1c(NC(=O)c2ccc(Br)s2)sc2c1CCC2 | -1.6 | 2 | -1 | 67* | 13 | 0.2 | 17 | 0.3 | -16

Next section; it opens with the 3 that closed the last part.
SMILES | S1P4 agonist | NPY Y1 blocker | NPY1 pot ag | EP2 modulator | NPY2 pot ag | TRPML3 ag | CHOP inh | TRPN1 ag | S1P4 antagonist
O=C(CCc1ccccc1)Nc1nnc(-c2ccc3c(c2)CCCC3)o1 | -1.7 | 11 | 14 | 17 | -3 | -0.2 | 94* | -0.2 | -7
CCN(CC)C(=O)c1cc2cc(Br)ccc2oc1=O | -1.3 | 2 | -23 | 2 | 3 | 0.3 | 9 | 0.8 | -15
COC(=O)c1c(NC(=O)c2ccc(Br)s2)sc2c1CCC2 | -1.6 | 2 | -1 | 67* | 13 | 0.2 | 17 | 0.3 | -16
COc1ccccc1N1CCN(S(C)(=O)=O)CC1 | -0.5 | -2 | 12 | -7 | 7 | 0.3 | -4 | -0.3 | -8
Cc1cccc(NC(=O)C2CCCN2/C=C/C(=O)C(F)(F)F)c1C (stereo not drawn) | 1.7 | 1 | 6 | 29 | 1 | -0.6 | 0 | -0.2 | 3
CC(C)=C1SC(N2CCN(c3ccc(C)c(Cl)c3)CC2)=NC1=O | 1.7 | . | 7 | 2 | -1 | 1.0 | 23 | 0.1 | -11
CC1(C)C(=O)Nc2ccccc2N1C(=O)COC(=O)C12CC3CC(CC(O)(C3)C1)C2 | 0.5 | -3 | -5 | 18 | 2 | 1.0 | 63 | 1.4 | 1
CC1=C(c2ccc(Cl)cc2)[N+](=O)C(C)(C)N1[O-] | 0.9 | 4 | 14 | 36 | -1 | 1.1 | -5 | 1.6 | 8
O=C(Nc1ccc(F)cc1F)c1csc(-c2cccs2)n1 | 1.4 | 6 | -38 | 10 | -23 | -0.6 | 12 | -2.0 | 2
CCCOc1ccc(N2C(=O)CC(N(CCCO)C(=O)CC)C2=O)cc1 (stereo not drawn) | -0.2 | . | 5 | 10 | 8 | 0.9 | 8 | 0.7 | -14
CCCCSc1nnc(-c2ccccc2N)c(=O)[nH]1 | 3.7 | -1 | -1 | 25 | 5 | 0.7 | 14 | 0.6 | -8
CCOc1cc(S(=O)(=O)N2CCCCCC2)ccc1F | 0.6 | 0 | 5 | 14 | 7 | 15* | 64 | -0.6 | -2
CCc1c(C)n([O-])c2c([n+]1=O)CCC2 | -0.7 | -1 | -24 | -5 | -4 | 0.6 | -4 | 0.8 | 4
C=CCNC(=O)c1c(C(F)(F)F)nn(C)c1Cl | 1.6 | 1 | 3 | 5 | 3 | 0.9 | -4 | 0.5 | -16
Cc1cc(C)n(C(=O)CCCC(=O)n2nc(C)cc2C)n1 | -1.1 | -1 | 10 | -7 | 16 | 0.5 | 40 | 2.2 | -12
CC1(C)Cc2ccccc2C(N/N=C/c2cccc(F)c2)=N1 | -0.5 | 7 | -18 | 53 | -8 | -0.2 | 34 | -0.3 | -3
CC(C)(C)N1CC(COc2ccccc2)OC1=O (stereo not drawn) | -0.4 | -1 | 7 | 16 | 12 | 0.8 | 40 | 1.3 | -6
CNC(=S)Nn1cnc2ccccc21 | 2.0 | . | 11 | 17 | 0 | 0.7 | 7 | 0.4 | -10
O=C(CCC(=O)OCC(=O)c1cccc([N+](=O)[O-])c1)Nc1ccccc1Cl | -0.5 | -3 | -10 | 15 | -13 | 0.7 | 34 | 0.7 | 12
COc1ccccc1-c1c(-c2ccc(OCC(=O)NN)cc2O)n[nH]c1C(F)(F)F | -0.3 | -2 | 13 | -50 | 12 | 0.8 | -2 | -0.2 | -20
CCSc1nnc(NC(=O)CSc2ncccn2)s1 | -1.1 | 5 | 13 | -8 | 6 | 0.0 | -11 | 0.5 | 0
COc1ccc(-c2cc(C(F)(F)F)nc(NCc3cccnc3)n2)cc1 | 0.6 | 9 | 4 | -14 | 10 | -0.2 | 32 | -2.0 | -1
CC(CCc1ccccc1)NC(=O)CN(C)Cc1ccccc1F (stereo not drawn) | 1.6 | 11 | 3 | -18 | -9 | -1.0 | 10 | -1.8 | -13
c1ccc(COc2ccc(OCCn3cncn3)cc2)cc1 | 0.4 | 3 | -31 | -15 | 25 | 0.6 | -8 | 0.4 | -1
COc1ccc(OC2C(=O)N(c3cc(C)ccc3C)C2c2ccc(OC)c(OC)c2)cc1 (stereo not drawn) | 1.2 | 1 | 12 | 11 | 1 | 0.1 | 16 | 0.3 | -15
CCC(C)NC(=O)CN(c1ccc(Cl)c(Cl)c1)S(C)(=O)=O (stereo not drawn) | 1.1 | 1 | -10 | 12 | 1 | 0.5 | -7 | -0.2 | -11
O=C(N1CCCCCC1)N1CCN(S(=O)(=O)N2CCOCC2)CC1 | 1.4 | 4 | -11 | 3 | 0 | 0.9 | 2 | 0.9 | -5
CCCn1c(=S)[nH]c2cc(C(=O)NCC3CCCO3)ccc2c1=O (stereo not drawn) | 0.1 | -3 | -2 | -1 | 1 | 0.5 | 8 | 2.0 | -2
CCCCCCn1c2c(c(=N)c3c1CCC3)CCC2 | -0.3 | 24* | -72 | 4 | 4 | 0.2 | . | 0.1 | -2
O=C(NN1C(=O)C2C3c4ccccc4C(c4ccccc43)C2C1=O)c1ccccc1 (stereo not drawn) | -1.0 | 0 | 10 | 7 | 2 | 0.8 | -1 | -0.6 | 0
Cc1ccc(C(=O)Nc2nc(C)c(C)s2)o1 | 1.6 | -5 | -1 | -23 | 2 | 0.6 | -13 | -0.5 | -15
CCCOC(=O)C[N+](C)(C)CCOC1CC2CCC1(C)C2(C)C (stereo not drawn) | -1.8 | . | -18 | -3 | -17 | -0.3 | 9 | -0.9 | -9
O=C(Nc1ccc(S(=O)(=O)N2CCc3ccccc3C2)cc1)C1CCCO1 (stereo not drawn) | -0.5 | -5 | 11 | -7 | 4 | 0.3 | 28 | 1.5 | -5
CC(C)(C)NC(=O)C(c1cccs1)N(C(=O)c1csnn1)c1cccc(F)c1 (stereo not drawn) | 2.2 | 2 | 3 | 24 | 9 | 0.1 | 4 | -1.8 | -3
Cc1cccc(NC(=O)N2CCN(Cc3ccc4c(c3)OCO4)CC2)c1C | 0.1 | 6 | 12 | -8 | 12 | 1.5 | 17 | 2.6 | -6
COC(=O)c1ccc(C(=O)OC)c(NC(=O)COc2ccccc2OC)c1 | 1.7 | 4 | -46 | -13 | -11 | -0.3 | 8 | 0.5 | -8
CC(=O)CSc1nc(N)c(C#N)c(-c2cccs2)c1C#N | -0.1 | -3 | 2 | -3 | 0 | 1.2 | 34 | 3.6 | -9
CC(Nc1nc(-c2ccccc2O)nc2ccccc12)c1ccccc1 (stereo not drawn) | 1.5 | . | 16 | 70* | 20 | 0.2 | 65 | 1.5 | 2
CCOCCOC(=O)c1cccc(NC(=O)OCC)c1 | -1.4 | 12 | 10 | -6 | -3 | 0.3 | 19 | -0.2 | 0
COC1CCN(C(=O)c2ccc(OC3CCN(CCc4ccccc4)CC3)cc2)CC1 | 0.1 | 8 | -6 | -18 | -6 | 1.4 | -3 | 1.3 | -16
CCN(CC)C(=O)NC1CC2CCCC(C1)N2Cc1ccccc1 (stereo not drawn) | -1.6 | 7 | 2 | 0&8 | -4 | 0.7 | 14 | 0.1 | 0
CC1(C)CC(=O)C(C=Nc2cc(C(=O)c3ccccc3)ccc2N)=C(O)C1 | 0.0 | 0 | -8 | -27 | 0 | 1.0 | 44 | 0.5 | -1
O=C(c1ccc(Oc2ccccc2)cc1)C1CCCN(C(=O)c2cnccn2)C1 (stereo not drawn) | -0.2 | . | 9 | 0 | 14 | 0.6 | 18 | -1.1 | 2
Cc1cccc(OCCCN2C(=O)C(=O)c3cc(C)ccc32)c1 | 0.3 | 10 | 0 | 4 | -24 | -0.9 | -18 | -1.7 | -12
CNC(=S)N1CCc2cc(OC)c(OC)cc2C1COc1ccc(OC)cc1 (stereo not drawn) | 0.2 | 8 | -3 | -37 | 4 | 0.5 | 11 | -0.3 | -27
Cc1ccc(CSc2ccc(C(=O)N3CCOCC3)cc2[N+](=O)[O-])cc1 | -1.4 | -2 | 26 | -14 | 7 | 0.8 | -7 | 0.1 | -5
O=C(O)c1ccc(NS(=O)(=O)c2cc(Cl)ccc2Cl)cc1O | -3.1 | 0 | -12 | 3 | -3 | 0.6 | -1 | 1.4 | -5

Rows were taken by chance; any-hit rate near 6.5%.
